Nrf2 activator – activates Nrf2 signaling; AREc32 ARE-luciferase reporter (MCF7-derived line), luminescence, 24 h; Potency, µM (titrated, usually from 46.1 µM), without a hit: at the highest dose activation, hits mostly activators; 410,000 compounds, 0.31% hits; also: potency is read from the fitted curve at half-maximal effect; % of control where 0% means no effect; nearly all actives have a fitted effect of over 65% in size
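Nrf2 activation is followed as ARE-luciferase induction in the AREc32 line after one day of compound treatment; luminescence is read with Steady-Glo.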
ATXN viability – viability counter-screen for ATXN expression inhibitors; Potency, µM (doses to about 56.7 µM), hits mostly cytotoxic; 400,000 compounds, 0.49% hits; S2 cells (HEK-293 line with an ATXN2-luciferase reporter) viability, CellTiter-Fluor protease fluorescence, 24 h; also: potency is read from the fitted curve at half-maximal effect; nearly all actives have a fitted effect of over 40% in size
IL2 activator – IL-2 activation; IL-2 activation reporter assay, cell-based qHTS; stimulated with anti-CD3/CD4/CD28 beads; in transgenic mouse T cells; 360,000 compounds, 0.065% hits; activation, % (series mostly up to about 46 µM); AID 652025; in the data active = activation above about 50%; inconclusive = mostly about 30% to 49%; also: 0% is about no effect
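Quantitative HTS in unstimulated transgenic mouse T cells, with memory T cells as non-tolerant control and PMA/ionomycin as tolerance-bypass control. Compound pretreatment lasted 60 minutes before 18 h bead stimulation; EGFP/DsRed fluorescence read.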
A549 tox – kills or reduces viability of A549 cells in Nrf2 counter-screen | A549 ARE-Fluc cells, CellTiter-Fluor viability, 18-24 h | Potency, µM (top dose mostly 46 µM), for inactives: top-dose activity change, negative = cytotoxicity, actives largely listed as inhibitors | 390,000 compounds, 0.16% hits; also: potency is read from the fitted curve at half-maximal effect; % is scaled to controls: 0 for no effect and ±100 for the full control effect
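A549 ARE-Fluc cells in 5% FBS OPTI-MEM, 5000 cells/well, rested 2 h then exposed to compounds in concentration-response for 18-24 h at 37 °C. Viability by CellTiter-Fluor fluorescence (Ex 405/Em 525) after 30 min; luciferase luminescence (BugLite, 15 min, RT) read afterwards.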
ATXN2 expr inh – ATXN2 expression inhibition; AID 1745845; 360,000 compounds, 0.72% hits; Potency, µM (doses to about 57 µM), for inactives: at the highest dose activity change, negative = inhibition, usual class: inhibitors; HEK-293 ATXN2-luciferase reporter, luminescence, 24 h; also: potency is read from the fitted curve at half-maximal effect; % is scaled to controls: 0 for no effect and ±100 for the full control effect; nearly all actives have a fitted effect of over 55% in size
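qHTS (up to 57 uM final) was run with 24 h compound exposure of reporter cells at 37 °C. Each well was multiplexed: SteadyGlo luminescence measured ATXN2-luciferase expression after a fluorogenic Gly-Phe-AFC viability readout (25 uM final).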
HepG2 viability – counter-screen for TGF-b inhibitors: cytotoxicity in HepG2 cells; HepG2 CAGA-GFP viability, ATP luminescence, 18 h; AID 588856; Potency, µM (highest dose often 46.1 µM), inactives show top-dose activity change, negative = cytotoxicity, most hits filed as cytotoxic; 410,000 compounds, 0.76% hits; also: potency is read from the fitted curve at half-maximal effect; some results filed as inactive show a strong effect at the top dose
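HepG2 CAGA-GFP cells (1000/well, DMEM with 1% FBS) received compound, then TGF-beta at 500 pg/mL final, and were incubated 18 hours at 37 degrees C. Viability was read by CellTiter-Glo luminescence. Media-only wells were set as complete cell-killing and DMSO as no toxicity.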
TGFb inhibitor – inhibitors of TGF-b signaling | HepG2 CAGA-GFP TGF-b/SMAD3 reporter, GFP fluorescence, 18 h; TGF-beta stimulated, 500 pg/mL final | Potency, µM (doses to about 46.1 µM), without a hit: at the top dose activity, negative = inhibition, usual class: inhibitors | 410,000 compounds, 1.2% hits | AID 588855; also: potency is read from the fitted curve at half-maximal effect; % is scaled to controls: 0 for no effect and ±100 for the full control effect; nearly all actives have a fitted effect of over 65% in size
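GFP signal (ex488/em500-530) from TGF-beta-stimulated HEPG2 CAGA-GFP cells, 500 pg/mL final, 18 h at 37 degrees C in DMEM plus 1% FBS, normalized to unstimulated and DMSO-stimulated controls.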
Nrf2 block – Nrf2 pathway inhibition | A549 ARE-Fluc reporter, luciferase luminescence, 18-24 h | Potency, µM (highest dose often 46 µM), without a hit: top-dose activity change, negative = inhibition, actives largely listed as inhibitors | 360,000 compounds, 2.1% hits | AID 504444; also: potency is read from the fitted curve at half-maximal effect; % is scaled to controls: 0 for no effect and ±100 for the full control effect; nearly all actives have a fitted effect of over 60% in size
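A549 ARE_Fluc cells, 5000/well, 5% FBS OPTI-MEM; compounds in dose-response, 18-24 h at 37 °C/5% CO2; CellTiter-Fluor viability read (Ex 405/Em 525), then BugLite luciferase luminescence = Nrf2 activity.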
EPAC2 agonist – activates human EPAC2 exchange factor; EPAC2 activation, biochemical qHTS; response scale: 100% = 6.5 mM cAMP response; Potency, µM (highest dose often 154 µM), for inactives: at the top dose activation, actives largely listed as activators; 360,000 compounds, 0.079% hits; also: potency is read from the fitted curve at half-maximal effect; nearly all actives have a fitted effect of over 50% in size
Target sequence (Q8WZA2 whole entry, looked up): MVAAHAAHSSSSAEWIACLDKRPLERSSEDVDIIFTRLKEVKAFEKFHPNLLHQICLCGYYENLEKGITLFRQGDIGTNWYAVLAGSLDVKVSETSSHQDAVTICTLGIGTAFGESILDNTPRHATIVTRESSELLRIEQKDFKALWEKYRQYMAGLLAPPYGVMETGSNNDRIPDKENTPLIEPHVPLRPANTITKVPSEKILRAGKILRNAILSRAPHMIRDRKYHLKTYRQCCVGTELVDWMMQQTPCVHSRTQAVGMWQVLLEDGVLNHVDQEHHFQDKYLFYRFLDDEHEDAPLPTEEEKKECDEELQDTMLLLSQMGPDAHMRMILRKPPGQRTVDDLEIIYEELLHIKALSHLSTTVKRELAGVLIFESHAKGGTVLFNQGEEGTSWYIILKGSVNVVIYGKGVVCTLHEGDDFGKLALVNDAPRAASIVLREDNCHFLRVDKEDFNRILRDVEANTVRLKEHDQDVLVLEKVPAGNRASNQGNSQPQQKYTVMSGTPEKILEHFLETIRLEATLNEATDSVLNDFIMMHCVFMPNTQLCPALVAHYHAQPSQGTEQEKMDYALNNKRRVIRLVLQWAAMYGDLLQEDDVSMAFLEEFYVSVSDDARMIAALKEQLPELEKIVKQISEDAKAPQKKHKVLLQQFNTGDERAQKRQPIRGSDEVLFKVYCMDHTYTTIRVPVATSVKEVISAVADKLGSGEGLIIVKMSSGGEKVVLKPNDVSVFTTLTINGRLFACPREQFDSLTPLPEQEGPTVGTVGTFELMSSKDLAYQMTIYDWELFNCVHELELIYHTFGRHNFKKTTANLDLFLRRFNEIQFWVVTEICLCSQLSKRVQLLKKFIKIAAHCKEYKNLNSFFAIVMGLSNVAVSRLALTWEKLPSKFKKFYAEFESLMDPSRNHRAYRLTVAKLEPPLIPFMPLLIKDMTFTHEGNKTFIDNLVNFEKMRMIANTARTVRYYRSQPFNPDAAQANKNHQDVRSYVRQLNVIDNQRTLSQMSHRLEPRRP
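Guanine nucleotide exchange by EPAC2 is measured as reduced fluorescence of BODIPY-GDP once it is released from 250 nM Rap1B. Plates are read kinetically for 30 min at room temperature; results are scaled to 6.5 mM cAMP.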
The depositor's hits bear a star; i = inactive; ? = inconclusive; nt = no result given; & = joins results of further samples; [ ] = another dose, or the depositor's remark. Unless noted, calls follow the shape of the dose curve; as a rule, active = well fitted curve in the direction sought with a large enough effect; inconclusive = small, poorly fitted or top-dose-only effect, or another doubt; inactive = no such curve, though single readings can be large; an effect the other way counts as inactive or inconclusive. Not a hit list; any-hit rate near 4.3%.

SMILES	Nrf2 activator	ATXN viability	IL2 activator	A549 tox	ATXN2 expr inh	HepG2 viability	TGFb inhibitor	Nrf2 block	EPAC2 agonist
Cc1ccc(OCC(=O)N(Cc2ccccc2)C2CCS(=O)(=O)C2)c([N+](=O)[O-])n1 (configuration not stated)	-0.2%	i	1.5	1%	-10%	5%	0%	8%	7%
CCCCOC(=O)Cn1c(=O)n(CC(=O)OCCCC)c2ccccc21	-0.7%	i	0.6	7%	8%	-3%	-1%	nt	3%
COC(=O)c1ccc(OCC(=O)c2ccccc2)cc1	0.0%	i	-2.9	5%	43%[activator]	-16%	-3%	?	8%
CCOC(=O)CSc1nc(-c2ccncc2)ccc1C#N	2.9%	i	-0.8	-4%	177%[activator]	7%	14%	?	5%
O=C(NNC(=O)C1CCCN(c2ncccn2)C1)c1ccncc1 (configuration not stated)	-1.0%	i	0.6	-4%	nt	7%	12%	?	-11%
CC(=O)c1ccc(OCc2cc(C(=O)N(C)Cc3ccon3)no2)cc1	2.8%	i	-0.3	6%	7%	-8%	-26%	?	8%
COC(=O)c1ccccc1NC(=O)Nc1ccc(C(=O)N2CCCC2)cc1	-0.8%	i	-3.1	-20%	?	7%	?	-13%	-9%
CCOC(=O)c1sc(NCc2ccco2)c(-c2nc3ccccc3s2)c1N	24%	i	0.6	-13%	-3%	-42%	?	-10%	5%
CCc1nc(SCC(=O)c2ccccc2)c2ccccc2n1	?	i	0.0	0%	0%	-19%	-3%	-8%	20%
COc1cccc(C(C)(O)c2nc(-c3ccccc3)cs2)c1 (configuration not stated)	0.3%	i	-0.3	nt	-24%	-6%	-14%	nt	12%
COc1ccc2sc(N(Cc3cccnc3)C(=O)C3CCCCC3)nc2c1	0.4%	nt	nt	-24%	nt	-46%	?	nt	nt
CCN(CC)CC(C)CNC(=O)C1(O)c2ccccc2NC(=O)N1c1ccc(Cl)c(Cl)c1 (configuration not stated)	0.3%	i	-2.2	2%	1%	-24%	-8%	-4%	4%
Cc1nc2ccccc2n1/N=C/c1ccc([N+](=O)[O-])o1	0.1%	i	-2.4	?	?	-106%	11µM*	21µM*	2%
CCC(C)(C)NC(=O)CN(Cc1cccs1)C(=O)CCC(=O)Nc1nccs1	-0.6%	i	-0.7	-4%	-12%	-6%	2%	4%	11%
COc1ccccc1C(=O)Nc1ccc(-c2nnn(CC(=O)N3CCN(C(=O)c4ccco4)CC3)n2)cc1	3.2%	i	-5.5	6%	-15%	-1%	15%	?	9%
CSc1ccc(NC(=O)C(C)N2CCN(C)CC2)cc1 (configuration not stated)	-0.3%	i	1.6	1%	5%	0%	-13%	10%	8%
COc1ccc(CCNC(=O)CN(c2ccc(OC)c(OC)c2)S(C)(=O)=O)cc1OC	-0.1%	i	-3.1	-2%	2%	-2%	?	9%	-13%
CCN1C(=O)[C@H]2[C@@H](c3ccc(-c4ccc(Cl)c(Cl)c4)cc3)N3CCCC[C@@]3(C(=O)OC)[C@H]2C1=O	-1.6%	i	-4.2	-8%	?	2%	4%	?	4%
NC(=O)CC(NC(=O)c1cccc(Br)c1)c1ccc(N2CCC(N3CCCC3)CC2)c([N+](=O)[O-])c1 (configuration not stated)	-0.2%	i	0.6	0%	4%	8%	?	6%	0%
CC(C)C1NCCc2c1sc1ccccc21 (configuration not stated)	-0.7%	i	-0.9	1%	-3%	-3%	-11%	8%	6%
O=S(=O)(Nc1cccc(-c2cn3cccnc3n2)c1)c1ccc(F)cc1	5.7%	i	-1.2	-28%	3%	-5%	0%	16µM*	-1%
Cc1ccc(N(O)C(C)(C)C)cc1	-0.4%	?	-5.1	2%	-5%	8%	-10%	0%	-6%
COc1ccccc1Nc1nc(-c2sc(N)nc2C)cs1	3.1%	?	0.5	1%	nt	12%	6%	27%	-4%
CC(c1ccccn1)C(C)(O)C(C)c1ccccn1 (configuration not stated)	-0.2%	i	0.6	-15%	6%	1%	2%	0%	5%
Cc1cc(C)c(-c2csc(NC(=O)C3=COCCO3)n2)cc1C	6.5%	?	-1.1	-3%	2%	-8%	-10%	?	16%
Cc1ccc(NC(=O)COC(=O)c2cccnc2)c(C)c1	-0.9%	i	1.7	2%	-10%	3%	16%	9%	-3%
COC(=O)c1sc(NC(=O)CN2CCN(c3cccc(Cl)c3)CC2)c(C(=O)OC)c1C	0.2%	i	0.7	0%	nt	-8%	-15%	12%	3%
Cc1ccc(S(=O)(=O)NNC(=O)c2sc3nc(C)cc(C)c3c2-n2cccc2)cc1	0.2%	i	-2.7	3%	1%	2%	15%	-1%	4%
O=C(CC[C@H]1O[C@@H](n2cnc3c(NC(=O)c4ccccc4)ncnc32)[C@H](O)[C@@H]1O)NCc1ccco1	-1.3%	i	1.6	nt	9%	1%	-6%	nt	5%
COc1ccc(-c2cn(-c3ccccc3)c(=S)[nH]2)cc1OC	3.5%	i	0.7	-6%	64%[activator]	-34%	-15%	?	0%
CC(C)C[C@@H](CNCC(=O)[C@H](Cc1c[nH]c2ccccc12)NC(=O)c1[nH]cnc1C(=O)N[C@H](CN)CC(C)C)NC(=O)c1nc[nH]c1C(=O)N[C@@H](CC(=O)O)C(=O)O	3.1%	i	-0.2	6%	1%	-8%	-2%	22%	-2%
Cc1ccc(OCc2nc(-c3ccccn3)n[nH]2)cc1	3.7%	?	-0.2	8%	-27%	-15%	-42%	nt	-14%
Cc1ccccc1CN(C)C[C@@H]1OCc2cnnn2CCCC(=O)N([C@@H](C)CO)C[C@H]1C	-0.2%	i	-1.3	nt	3%	8%	13%	nt	-2%
O=C(C1CCN(S(=O)(=O)c2ccc(Cl)s2)CC1)N1CCN(c2ccccc2)CC1	0.3%	i	0.0	1%	-7%	-5%	?	-20%	6%
CCOC(=O)C(=O)Nc1ccc(S(=O)(=O)Nc2nccs2)cc1	-0.9%	i	0.2	-5%	-2%	8%	-1%	1%	9%
COc1ccc(CCNC(=O)CSc2ccc(-c3cccs3)nn2)cc1OC	0.5%	i	-1.0	1%	0%	-10%	4%	?	-4%
Cc1ccc(-c2cccc(C3CC=CC4C3C(=O)N(Cc3ccccc3)C4c3ccc(C(F)(F)F)cc3)c2)cc1 (configuration not stated)	-0.1%	i	0.4	2%&2%	0%	-7%&-18%	-3%&-7%	-15%&-7%	1%
CS(=O)(=O)c1ccc(Oc2ccc(-c3nnco3)cc2)c([N+](=O)[O-])c1	16%	i	0.0	-6%	34%	21%	8%	-26%	1%
CC(C)Cn1c(CN2CCCCC2C)nc2c1c(=O)n(C)c(=O)n2C (configuration not stated)	-0.4%	i	-0.2	-3%	5%	3%	12%	-17%	11%
CCOC(=O)c1ccc(NC(=O)C(CC)Sc2nc3ccncc3[nH]2)cc1 (configuration not stated)	3.9%	?	nt	-2%	10%	-18%	-9%	32%	nt
O=C(NCC1CCCN1S(=O)(=O)c1cccs1)C(=O)Nc1ccc(F)cc1F (configuration not stated)	0.2%	i	0.0	-4%	4%	-5%	1%	-28%	0%
Cc1cccc(Nc2nnc(SC3CCOC3=O)s2)c1C (configuration not stated)	-0.2%	i	-2.4	-1%	-10%	-39%	?	-5%	0%
Cc1ncc(CO)c2c1Oc1nc(-c3ccc(F)cc3)nc(SCC(=O)N3CCCCC3)c1C2	-1.0%	i	nt	-1%	5%	-4%	-2%	?	nt
CCCN1CCN(C(=S)Nc2ccc(S(N)(=O)=O)cc2)CC1	4.9%	i	-0.4	0%	8%	-4%	-11%	-5%	9%
Cc1ccc(-c2cc(N)n(-c3ccccc3)n2)cc1	0.4%	i	2.9	0%	68%[activator]	-35%	9%	138%	7%
O=c1[nH]c2ccc(NC(=S)Nc3ccccc3)cc2[nH]1	3.3%	?	0.1	-4%	-39%	-3%	-23%	16%	1%
COc1ccccc1CCNC(=O)Cc1c(C)c2cc3c(C)coc3cc2oc1=O	-0.5%	nt	nt	-4%	nt	-9%	-15%	-16%	nt
O=C(Nc1ccccc1C(=O)O)c1cc(S(=O)(=O)N2CCCCC2)c(Cl)cc1Cl	-0.1%	i	3.6	2%	17%	-6%	-25%	-9%	-5%
CCOC(=O)c1sc(=S)n(CC)c1NC(=O)CC	-0.9%	i	-0.4	3%	-9%	2%	-4%	-11%	11%
CC1=C(C#N)C(c2ccoc2)C(C(=O)OCc2ccccc2)=C(N)S1 (configuration not stated)	8.4%	i	1.7	3%	10%	-25%	?	21%	27%
COc1ccccc1CNC(=O)Cc1csc2nc(-c3ccccc3)cn12	5.7%	?	nt	-1%	-4%	0%	-1%	nt	nt
O=C(NCc1cccc(Cl)c1)c1ccc(NC(=O)N2CC3CCCN3c3ccccc32)cc1 (configuration not stated)	-0.4%	i	nt	-9%	-16%	1%	-4%	-12%	nt
CCN(C(=O)CCNC(=O)Cn1cnc2ccccc2c1=O)c1ccccc1F	0.4%	i	-2.4	-1%	6%	2%	-1%	-10%	13%
CCOc1ccc(S(=O)(=O)NCCC(=O)N(C)Cc2ccc(C)o2)cc1	-0.2%	i	1.1	-3%	4%	3%	-14%	-25%	5%

Individual results from above:
Under A549 tox, `COc1ccccc1CCNC(=O)Cc1c(C)c2cc3c(C)coc3cc2oc1=O` is entered as -4%
Under EPAC2 agonist, `Cc1nc2ccccc2n1/N=C/c1ccc([N+](=O)[O-])o1` is entered as 2%

Assay outcomes deposited in PubChem by National Center for Advancing Translational Sciences (NCATS).
